FECH inh = inhibitors of human ferrochelatase, primary screen, biochemical, purified FECH, Ni-mesoporphyrin absorbance; Ferrochelatase, mitochondrial (Homo sapiens), P22830; Ni-mesoporphyrin absorbance 550 nm; calls only at 10 µM (by protocol); actives 3.3% (n = 20,000);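 active = enzyme reaction rate more than 3 SD below the solvent-only control wells on the same plate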;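 note: lower slope than DMSO wells means FECH inhibition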
Target sequence (P22830 whole entry, looked up): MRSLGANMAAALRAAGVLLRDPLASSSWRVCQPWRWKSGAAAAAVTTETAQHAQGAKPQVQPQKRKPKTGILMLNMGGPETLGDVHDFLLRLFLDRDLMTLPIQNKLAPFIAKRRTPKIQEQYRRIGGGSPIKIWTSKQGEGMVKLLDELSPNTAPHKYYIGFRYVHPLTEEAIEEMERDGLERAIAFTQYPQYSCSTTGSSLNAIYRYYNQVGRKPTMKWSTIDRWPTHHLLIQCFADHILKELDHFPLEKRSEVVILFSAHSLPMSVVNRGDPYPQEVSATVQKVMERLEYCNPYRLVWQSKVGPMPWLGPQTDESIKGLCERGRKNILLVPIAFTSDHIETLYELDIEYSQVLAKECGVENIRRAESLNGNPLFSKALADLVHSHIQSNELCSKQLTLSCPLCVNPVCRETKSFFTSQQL
Calls only; i = inactive; + = active, no number. These rows are one share of the data; rates above refer to the full screens.

smiles	FECH inh
CC(c1cccnc1)N(C)Cc1cccc(-n2cccn2)c1 (stereo unspecified)	i
O=C(CSCc1nc(-c2ccc(Cl)cc2)no1)NCC1CCCO1 (stereo unspecified)	i
O=S(=O)(Nc1nc2n(n1)C(c1ccc(F)cc1)C=C(c1ccccc1)N2)c1ccc(Cl)cc1 (stereo unspecified)	i
NS(=O)(=O)c1ccc(CCNC(=O)c2ccc(NC(=O)N3CCCCc4ccccc43)cc2)cc1	i
Cc1nc(SCC(=O)N2CCC(C(O)CCc3ccccc3)CC2)n[nH]1 (stereo unspecified)	i
CN(Cc1cc(C(C)(C)C)n[nH]1)c1cc(N2CCOCC2)nc(N)n1	i
O=c1ccc(-c2ccc(Cl)c(S(=O)(=O)N(Cc3ccccc3)Cc3ccccc3)c2)n[nH]1	i
CCn1cc(-c2nnc(SCC(=O)O)n2-c2cccc(Cl)c2)cn1	i
O=C(O)c1nn(CCO)c2c1CN(C(=O)C1(c3ccccc3)CCCC1)CC2	i
COC(=O)c1ccc(OC)c(CN2CCN(Cc3ccccc3Cl)S2(=O)=O)c1	i
O=C(NCCCN1CCCC1)c1ccc(CN2C(=O)CCn3nc(-c4ccccc4)cc32)cc1	i
O=S(=O)(NCc1ccccc1)N1CC2C[C@@H]3CC1C[C@H](C2)C3	i
Cn1nccc1C(=O)N1CC[C@@H](c2ccc3ccccc3c2)[C@H](O)C1	i
Cc1ccc(Cl)cc1NC(=O)CN1CCCN(Cc2ccccc2Cl)S1(=O)=O	+
Cn1cc(-c2c(-c3ccccc3)ncn2CCN2CCCOC2=O)cn1	i
CCn1nc(C)c(CN(CCOC)C(=O)c2ccnc3ccccc23)c1C	i
Cc1ccc(OC2(C(=O)NCCNc3cccnc3)CCNCC2)cc1	i
Cc1ccsc1[C@@H]1CCN(C(=O)Cc2cn3ccsc3n2)C[C@H]1O	i
c1cncc(-c2nccn2-c2ccc(OCc3ccco3)cc2)c1	i
Cc1ccc(NC(=O)CNCC(C)c2ccccc2)c(C)c1 (stereo unspecified)	i

Structures shown so far that contain sulfur:
smiles	FECH inh
O=C(CSCc1nc(-c2ccc(Cl)cc2)no1)NCC1CCCO1 (stereo unspecified)	i
O=S(=O)(Nc1nc2n(n1)C(c1ccc(F)cc1)C=C(c1ccccc1)N2)c1ccc(Cl)cc1 (stereo unspecified)	i
NS(=O)(=O)c1ccc(CCNC(=O)c2ccc(NC(=O)N3CCCCc4ccccc43)cc2)cc1	i
Cc1nc(SCC(=O)N2CCC(C(O)CCc3ccccc3)CC2)n[nH]1 (stereo unspecified)	i
O=c1ccc(-c2ccc(Cl)c(S(=O)(=O)N(Cc3ccccc3)Cc3ccccc3)c2)n[nH]1	i
CCn1cc(-c2nnc(SCC(=O)O)n2-c2cccc(Cl)c2)cn1	i
COC(=O)c1ccc(OC)c(CN2CCN(Cc3ccccc3Cl)S2(=O)=O)c1	i
O=S(=O)(NCc1ccccc1)N1CC2C[C@@H]3CC1C[C@H](C2)C3	i
Cc1ccc(Cl)cc1NC(=O)CN1CCCN(Cc2ccccc2Cl)S1(=O)=O	+
Cc1ccsc1[C@@H]1CCN(C(=O)Cc2cn3ccsc3n2)C[C@H]1O	i

(continued)
smiles	FECH inh
O=C(c1ccccc1)N1CCN(C(=O)c2cccc3nccnc23)CC1	i
CCc1ccc(-n2c(CN3CCN(S(=O)(=O)c4ccc(OC)cc4)CC3)nc3cccnc32)cc1	i
COc1ccc2cc(C3CN(Cc4c(C)[nH]c(=O)[nH]c4=O)CCO3)ccc2c1 (stereo unspecified)	i
COc1cc(C(=O)Nc2cc(N3CCCS3(=O)=O)ccc2C)cc(OC)c1OC	i
Cc1ccccc1-c1cc(O)c2c(c1)CN(c1ncnc3[nH]ccc13)CCO2	i
CCOC(=O)Cn1c(=O)n(-c2ccc(F)cc2)c2nc(-c3ccc(CC)cc3)nc(C(N)=O)c21	i
Cc1nnsc1CN(C)CCC(=O)Nc1nc2ccccc2s1	i
COCCCNC(=O)c1cc2n(n1)CC(C)(C(=O)NCc1ccc(C)cc1)N(C)C2=O (stereo unspecified)	i
CCCc1cc(Sc2ccc(NC(=O)Nc3ccccc3)cc2)n2ncnc2n1	i
O=S(=O)(NCCn1c(-c2ccccc2)nc2cccnc21)c1ccccc1	i
CCC(=O)Nc1cccc(C(=O)N2C[C@H](OC(C)C)[C@@H](O)C2)c1	i
CCc1nc(C2CC(=O)Nc3[nH]ncc32)c(C)[nH]1 (stereo unspecified)	i
COC(=O)CC1=CC(=O)N(CC(=O)Nc2cc(Cl)c(OC)cc2OC)c2ccccc2N1	i
CCCSc1ncc(-c2nccn2-c2ccc3n[nH]nc3c2)cn1	i
COc1cccc(CN2CCN(c3noc(C(C)C)n3)CC2)c1F	i
CCc1cc(Sc2ccc(NC(=O)Nc3ccc(F)cc3F)cc2)n2ncnc2n1	i
CCCCOc1ccc(S(=O)(=O)N2CCN(c3nc(C)cc(N4CCCCC4)n3)CC2)cc1	i
O=C1CC(c2cccc3nsnc23)c2c(n[nH]c2-c2ccco2)N1 (stereo unspecified)	i
Cn1nc(C(=O)O)c2c1CCN(C(=O)CSC13CC4CC(CC(C4)C1)C3)C2	i
O=C1NCC2(CCCN(Cc3cnc(C4CCCCC4)nc3)CC2)O1 (stereo unspecified)	i
CN1CCCC(CN(C)C(=O)c2ccccc2-c2ccccc2)C1 (stereo unspecified)	i
CC[C@H]1C[C@@H](NC(=O)c2ccccc2)C[C@@H](CCn2nc(C)cc2C)O1	i
Cc1nn(C)c(C)c1-c1ccnc(NCCc2cscn2)n1	i
CC(C)c1cc(Nc2cccc(C(F)(F)F)c2)n2nc(-c3cccnc3)nc2n1	i
Cc1ccc(CN2CCCN(CC(=O)Nc3ccc4c(c3)OCO4)S2(=O)=O)cc1	i
CCc1c(C(=O)N(C)CCn2ccnc2C)[nH]c2ccccc12	i
Cc1nn(Cc2nnc(SCC(=O)O)n2C)c(C)c1C	i
CCN1Cc2ccccc2CC1C(=O)N(C)Cc1n[nH]c2c1CCC2 (stereo unspecified)	i
CCc1cccc(N2C(=O)N(Cc3cc(F)cc(F)c3)c3ccccc3S2(=O)=O)c1	+
CCC(CC)n1nc(C)cc1NC(=O)c1n[nH]c(=O)c2ccccc12	i
Cc1ccc(Nc2cc(C)nc(Nc3ccc(NC(=O)c4ccc(Br)o4)cc3)n2)cc1	i
COc1cccc(CC2(C(=O)O)CCN(c3ccc(Cl)cn3)CC2)c1	i
CC(C)O[C@H]1CN(C(=O)c2cnc(-c3ccccc3)nc2)C[C@@H]1O	i
COc1ccccc1Cn1c(CNS(=O)(=O)c2ccccc2)nc2cccnc21	i
COc1ccc(N2C(=O)CCS2(=O)=O)cc1S(=O)(=O)Nc1cccc(Cl)c1	i
COc1ccc(-c2noc(CSCC(=O)Nc3cccc(C(C)=O)c3)n2)cc1OC	i
COc1ccc(C)cc1Nc1cc(-c2cccc(C)c2)nc(C)n1	i
O=C(c1cn[nH]n1)N1CCC(c2cc(-c3ccccc3Cl)n[nH]2)CC1	i
COc1ccccc1Cn1c(CNS(=O)(=O)c2ccc(C)c(C)c2)nc2cccnc21	i
C=CC[C@@H]1CC=C[C@@H](C)N1C(=O)c1ccc(NC(=O)c2ccco2)c(C)c1	i
CCN1C(SCC(=O)Nc2c(C)cccc2C)=NS(=O)(=O)c2ccccc21	+
O=C(c1ccc(N2CC[C@@H](c3ccc4c(c3)OCO4)[C@H](O)C2)nc1)N1CCCC1	i
O=S1(=O)CCC(Nc2ncc(F)c(N3CCOCC3)n2)C1 (stereo unspecified)	i
CCOc1ccc(-c2nc(CSc3nc(C(F)(F)F)cc(=O)[nH]3)c(C)o2)cc1	i
COC(=O)c1cccc(CN2CCC(n3nc(C)cc3C)C2)n1 (stereo unspecified)	i
CC1CCCN(Cc2cccc(C(=O)Nc3nccs3)c2)C1 (stereo unspecified)	i
O=C1CCC2(CCN1)CCN(C(=O)c1cn[nH]c1-c1cccs1)CC2	i
Cc1cccc(CN2CCN(C(=O)Cn3ccc(=O)[nH]c3=O)C(C)C2=O)c1 (stereo unspecified)	i
O=C(CCN1CCC2(C=Cc3ccccc32)CC1)Nc1cccnc1	i
C=CCn1cc(CN2CCC(c3nc(-c4ccccc4)no3)CC2)c(C)n1	i

More structures
smiles	FECH inh
CN1CCN(c2cc(C(F)(F)F)ccn2)CC1C(=O)O (stereo unspecified)	i
COc1ccc2cc(C3CN(C(=O)c4cn[nH]n4)CCO3)ccc2c1 (stereo unspecified)	i
CCOc1c(Nc2cc(C)ccc2C)c(=O)c1=O	i
CCCc1c(C)nc2ncnn2c1Sc1ccc(NC(=O)Nc2ccc3c(c2)OCCO3)cc1	i
Cn1c(=O)n(CCOc2ccc(F)cc2)c(=O)c2cnc(-c3cccs3)nc21	i
Cc1ccc(NC(=O)CC(=O)N[C@H](CO)Cc2ccccc2)c(C)c1	i
COc1ccc(NC(=O)C2CCCN(c3ccc(-c4cccc(C)c4)nn3)C2)cc1OC (stereo unspecified)	i
COc1ccc(C)cc1NS(=O)(=O)c1cc(N2C(=O)CCS2(=O)=O)ccc1C	i
COc1ccc(NC2=NC(C(=O)NCc3ccccc3)CC(=O)N2)cc1 (stereo unspecified)	i
CCOc1ccc(N(Cc2nc3nc(C)cc(C)n3n2)C(=O)c2ccco2)cc1	i

Structural class: the entries above with a thiophene ring, fused or not
smiles	FECH inh
Cc1ccsc1[C@@H]1CCN(C(=O)Cc2cn3ccsc3n2)C[C@H]1O	i
O=C1CCC2(CCN1)CCN(C(=O)c1cn[nH]c1-c1cccs1)CC2	i
Cn1c(=O)n(CCOc2ccc(F)cc2)c(=O)c2cnc(-c3cccs3)nc21	i

Going on with the list.
SMILES	FECH inh
Cc1ccc(NC2=NC(C(=O)Nc3ccccc3Cl)CC(=O)N2)cc1 (stereo unspecified)	i
CC(C)C[C@@H](N)C(=O)N(C)Cc1cc(C(C)(C)C)n[nH]1	i
O=C(C1CNCCN1C(=O)c1cccc2nccnc12)N1CCCC1 (stereo unspecified)	i
CCc1cn[nH]c1C1CCCN(C(=O)c2c(-c3ccccc3)ccnc2C)C1 (stereo unspecified)	i
O=C(c1cccc(NCc2ccc(F)cc2)c1)N1CCNCC1	i
Cc1ccc(NC(=O)CN2CCCN(Cc3ccccc3)S2(=O)=O)cc1F	i
CCN1C(SCC(=O)N2CCN(c3ccccc3)CC2)=NS(=O)(=O)c2ccccc21	+
CCN(C(=O)C1CCCN(c2ncnc3c2nc2n3CCCCC2)C1)c1cc(C)ccc1C (stereo unspecified)	i
Fc1ccc(CCC2CCCN(CCCn3cnnn3)C2)c(F)c1 (stereo unspecified)	+
Cc1ccc(-c2nc(CSc3nc4c(c(=O)[nH]3)CCCC4)c(C)o2)cc1	i
CCN(CC)c1ncc(NS(=O)(=O)c2ccc(CC(C)C)cc2)cc1C(=O)O	i
Cc1ccc(NC(=O)Cn2c(=O)c3cnc(-c4ccccc4)nc3n(C)c2=O)c(Cl)c1	i
CCc1c(C)nc2ncnn2c1Sc1ccc(NC(=O)NCCc2ccccc2)cc1	+
CCCC1COCCN1C(=O)Cc1ccc(-n2cnnn2)cc1 (stereo unspecified)	i
CCCCOc1ccc(C(=O)Nc2ccc(Nc3nc(C)cc(Nc4ccc(C)cc4)n3)cc2)cc1	i
CCOC(=O)N1CCC(NC(C)c2ccccc2-n2cccn2)CC1 (stereo unspecified)	i
O=C(Cc1csc(NC(=O)Nc2cccc(Cl)c2)n1)Nc1ccc(C(F)(F)F)cc1	i
CCc1ccccc1NS(=O)(=O)c1ccc2c(c1)CCN2C(=O)CCC(=O)N1CCCCCC1	i
CC(NC(=O)c1snnc1C(C)C)C1=CCCCC1 (stereo unspecified)	i
c1cc(-c2ccc(-c3nccn3-c3ccc4cn[nH]c4c3)o2)[nH]n1	i
CN(Cc1cc(-c2ccncc2)no1)Cc1ccnc2ccccc12	i
Cc1cccnc1NCCNC(=O)c1cccc2ccnn12	i
COC(=O)c1cccc(-c2nc(CC3CCN(C)CC3)no2)c1	i
NC(=O)c1cncc(Oc2cc(F)c(CN3CCCC3)c(F)c2)n1	i
Cn1c(=O)c2c(-c3ccc(Br)cc3)c(NCc3ccccc3)oc2n(C)c1=O	i
Cc1cccc(C(C(=O)N2CCC3(CC2)CNC(=O)O3)N(C)C)c1 (stereo unspecified)	i
CN(CC1COCCO1)c1nccc(N2CCC(O)CC2)n1 (stereo unspecified)	i
CC(c1cccnc1)N(C)Cc1ccc2ccccc2n1 (stereo unspecified)	i
O=C(Nc1ccccc1-c1ccccc1)N1CCCn2cncc2C1	i
NC1(C(=O)O)CCN(Cc2cccn2-c2ncccn2)C1 (stereo unspecified)	i
Cn1c(=O)c(C(=O)NCCCN2CCN(c3ccccc3F)CC2)nc2ccccc21	i
COc1ccc(-c2cc(N3CCN(C(=O)Nc4cccc(C)c4C)CC3)ncn2)cc1	i
O=C(NCc1n[nH]c2c1CCCCC2)c1ccc(=O)[nH]c1	i
CC(=O)N1CCN(Cc2nc3c(C)c(C)ccc3[nH]2)CC1	i
CC(C)n1cnc2nc(CSc3ccccc3NC(=O)Cc3ccccc3)cc(=O)n21	i
CN(Cc1cn[nH]c1-c1ccc(F)cc1)C(=O)c1cccc(N)c1	i
COc1ccc(-n2c(CN3CCN(S(=O)(=O)c4c(C)cc(C)cc4C)CC3)nc3cccnc32)cc1	i
c1ccc(Nc2nc(NCc3cccnc3)nc3c2cnn3-c2ccccc2)cc1	i
CCc1cc(Sc2ccccc2NC(=O)c2ccccc2Cl)n2nc(C)nc2n1	i
Cc1ccc(Cn2c(CCNC(=O)Nc3ccc(Br)cc3F)nc3cccnc32)cc1	i
COc1cccc(Cn2c(CNS(=O)(=O)c3ccc(C)c(C)c3)nc3cccnc32)c1	i
CCc1c(C)nn(Cc2nc(CC3CCN(C)CC3)no2)c1C	i
Cc1nc(-c2ccc(CSc3ncn[nH]3)o2)n(-c2ccc(F)cc2)n1	i
CN(Cc1ncc[nH]1)C(=O)COc1ccc2c(c1)OCO2	i
O=C(CN1CCCC1c1nc(-c2ccncc2)no1)NCc1ccccc1F (stereo unspecified)	i
CN(CCc1ccccc1)C1(C(=O)NC2CCNCC2)Cc2ccccc2C1	i
